# Compound activity as filed in PubChem.
# NTR1 ag: agonists of NTR1, primary screen, imaging, U2OS cells, beta-arrestin-GFP, high content (AID 493036); activation, % at 20 µM; Neurotensin receptor type 1 (Homo sapiens), P30989; actives 0.17% (n = 330,000); NTR1-U2OS beta-arrestin-GFP spot imaging, agonist mode;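 active = activation at or above 40% of the spot to cytoplasm intensity ratio, with at least 20 cells analyzed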;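 note: 0% = DMSO without peptide and 100% = 100 nM NTR1 peptide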
# Target sequence (P30989 whole entry, looked up): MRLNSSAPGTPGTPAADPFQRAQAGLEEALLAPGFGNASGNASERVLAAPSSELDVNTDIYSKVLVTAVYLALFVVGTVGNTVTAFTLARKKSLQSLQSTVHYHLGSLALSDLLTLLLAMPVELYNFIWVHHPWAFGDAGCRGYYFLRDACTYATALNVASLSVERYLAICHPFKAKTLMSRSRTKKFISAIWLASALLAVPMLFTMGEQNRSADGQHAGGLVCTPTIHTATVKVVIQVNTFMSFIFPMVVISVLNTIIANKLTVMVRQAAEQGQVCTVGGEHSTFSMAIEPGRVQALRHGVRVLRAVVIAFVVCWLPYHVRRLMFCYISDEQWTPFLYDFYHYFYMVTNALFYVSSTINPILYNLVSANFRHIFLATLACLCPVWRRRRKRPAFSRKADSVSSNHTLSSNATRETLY
# NTR1 ag cell count 20 µM: also measured in NTR1 ag; calls as there; cell count; measured here: cell count, cytotoxicity flag
# Active calls of the source: *.
Molecule	NTR1 ag	NTR1 ag cell count 20 µM
CN(CC(=O)Nc1ccc2c(c1)OCO2)CC(=O)Nc1ccc(F)c(F)c1F	-2.1	59
O=C(Nc1cccc(NC(=O)c2cc([N+](=O)[O-])ccc2Cl)n1)c1cc([N+](=O)[O-])ccc1Cl	4.9	55
COc1ccc(S(=O)(=O)n2cccc2)cc1	-0.6	53
O=C(O)CCNS(=O)(=O)c1cccc2nsnc12	1.5	66
COc1ccccc1NC(=O)COc1ccc(C(F)(F)F)cc1[N+](=O)[O-]	4.5	92
COc1ccccc1-n1nnnc1SCC(=O)N(C)C1CCS(=O)(=O)C1 (stereo unspecified)	-0.5	65
Nc1ncnc2c1ncn2[C@@H]1O[C@H](CNCc2ccccc2OCC(=O)N2CCCCC2)[C@@H](O)[C@H]1O	-1.3	47
Cn1cccc1C(=O)NCc1ccccn1	-0.2	45
Cc1ccc(C(=O)Nc2cc(S(=O)(=O)N3CCOCC3)ccc2N2CCCC2)cc1	0.1	49
COc1cc(C)ccc1OCC(=O)OCC(=O)c1cc(C)n(CC2CCCO2)c1C (stereo unspecified)	1.4	82
Cc1c(C(=O)Nc2ccccn2)oc2c(Cl)cccc12	1.6	53
CC(=O)C[C@H](O)CC(=O)[C@@H]1OC(=O)CCCCCCCCc2ccccc21	-0.3	63
CC(C)C1CC(C(=O)Nc2ccccc2)C(=O)O1 (stereo unspecified)	-1.4	57
COc1ccccc1CNC(=O)COc1ccc(S(=O)(=O)N2CCOCC2)cc1	-0.2	57
CN1CC(=O)N(CC(=O)Nc2cccc3ccccc23)C1=O	0.5	62
COc1ccc(S(=O)(=O)N2CCOC23CCN(S(C)(=O)=O)CC3)cc1	-0.3	69
CC1CCN(C(=O)COC(=O)c2c[nH]c3ccccc23)CC1	-0.7	60
CCOc1ccc(S(=O)(=O)N2CCN(C(=O)CN3C(=O)NC(C)(C)C3=O)CC2)cc1	-0.1	57
CN(Cc1ccccc1)C(=O)COC(=O)c1ccc(Br)o1	0.9	56
CN(C)S(=O)(=O)c1ccc(N2CCCC2)c(C(=O)N2CCN(S(=O)(=O)c3cccc(F)c3)CC2)c1	-0.3	74

# Compounds above that contain a halogen, in the order listed:
Molecule	NTR1 ag	NTR1 ag cell count 20 µM
CN(CC(=O)Nc1ccc2c(c1)OCO2)CC(=O)Nc1ccc(F)c(F)c1F	-2.1	59
O=C(Nc1cccc(NC(=O)c2cc([N+](=O)[O-])ccc2Cl)n1)c1cc([N+](=O)[O-])ccc1Cl	4.9	55
COc1ccccc1NC(=O)COc1ccc(C(F)(F)F)cc1[N+](=O)[O-]	4.5	92
Cc1c(C(=O)Nc2ccccn2)oc2c(Cl)cccc12	1.6	53
CN(Cc1ccccc1)C(=O)COC(=O)c1ccc(Br)o1	0.9	56
CN(C)S(=O)(=O)c1ccc(N2CCCC2)c(C(=O)N2CCN(S(=O)(=O)c3cccc(F)c3)CC2)c1	-0.3	74

# Additional structures
Molecule	NTR1 ag	NTR1 ag cell count 20 µM
CCCCNC(=O)N(O)C1N(/N=C/c2ccco2)C(=S)SC1(C)C (stereo unspecified)	0.9	53
Nc1c(Cl)cc(C2=NCCn3nc4ccccc4c32)cc1Cl	-0.7	54
COc1ccc(CN(C)C(=O)c2ccccc2OCc2c(C)noc2C)c(OC)c1	0.8	72
CCc1cc(C(=O)N(CC(C)C)c2c(N)n(Cc3ccccc3)c(=O)[nH]c2=O)sc1C	1.4	49
COC(=O)c1ccc(CSc2nc(C(F)F)cc(C)c2C#N)o1	3.5	56
CC(Sc1ccccc1)C(=O)NNC(=O)c1ccncc1 (stereo unspecified)	0.0	61
COc1cccc(CC(=O)OCC(=O)NCCc2ccc(F)cc2)c1	-1.3	60
CCOc1ccc(OCCC(=O)N(CCC(C)C)c2c(N)n(Cc3ccccc3)c(=O)[nH]c2=O)cc1	1.8	44
CN(C)C(CNC(=O)c1cc(S(=O)(=O)N(C)Cc2ccccc2)ccc1Cl)c1ccco1 (stereo unspecified)	1.2	68
CCOc1ccccc1N1CCN(C(=O)c2ccc(NS(=O)(=O)c3ccc4[nH]c(=O)[nH]c4c3)cc2)CC1	-0.5	80
CC(=O)c1c(C)[nH]c(C(=O)COC(=O)c2c(C)noc2C)c1C	-0.8	93
N#Cc1ccccc1NS(=O)(=O)c1cc2c3c(c1)CCC(=O)N3CCC2	0.4	65
C=CCN1C(=O)c2ccc(C(=O)N(CC)CC(=O)Nc3ccc(OC)cc3)cc2C1=O	-0.3	56
CC(=O)Nc1ccc(S(=O)(=O)N(C)CC(=O)NNc2c(F)c(F)cc(F)c2F)cc1	3.2	60
CCOC(=O)[C@H]1[C@H]2COc3ccc(Br)cc3[C@H]2N2C(=O)CNC(=O)[C@@]12C	2.7	61
Cc1ccc(CNC(=O)c2cc(C3CC3)nc3c2cnn3C(C)C)cc1	3.8	89
Cc1cc(Cl)ccc1OCc1nnc(-c2ccccc2C)o1	3.6	62
CCOc1ncccc1C(=O)OCC(=O)Nc1ccc(Cl)cn1	1.8	69
O=C(NCC(c1ccco1)N1CCc2ccccc2C1)c1cccc(Br)c1 (stereo unspecified)	0.1	65
CCN1CCN(C(=O)/C=C/c2ccc(F)cc2)CC1	2.2	38

# 3 compounds drawn at random from the list so far, as already listed:
Molecule	NTR1 ag	NTR1 ag cell count 20 µM
COc1cccc(CC(=O)OCC(=O)NCCc2ccc(F)cc2)c1	-1.3	60
CC(=O)Nc1ccc(S(=O)(=O)N(C)CC(=O)NNc2c(F)c(F)cc(F)c2F)cc1	3.2	60
COC(=O)c1ccc(CSc2nc(C(F)F)cc(C)c2C#N)o1	3.5	56

# The listing continues:
Molecule	NTR1 ag	NTR1 ag cell count 20 µM
COc1ccc(NC(=O)C(c2ccccc2)c2ccccc2)c(OC)c1	0.3	60
Cc1cccc(OCC(=O)OCC(=O)N2CCCc3ccccc32)c1C	0.1	68
CCc1cc(C(=O)Nc2nc(-c3ccccn3)cs2)sc1C	3.2	45
COc1ccc(S(=O)(=O)N2CCN(CC(O)CN3CCOCC3)CC2)cc1 (stereo unspecified)	6.5	71
CN(CC(=O)Nc1ccccc1Br)CC(=O)NC(c1ccccc1)c1ccccc1	1.6	64
CC(C)(C)OC(=O)C[C@@H]1C/C=C\C[C@H](CC(=O)N(CCO)Cc2ccccc2)C(=O)N[C@@H](c2ccccc2)COC1=O	0.2	55
CCCCCCCCC(NC(=O)c1ccc(C#N)cc1)C(=O)NCCC (stereo unspecified)	0.7	50
COc1cc(NC(=O)CSc2nc3[nH]c(=O)cc(O)c3s2)cc(OC)c1OC	-2.1	36
O=C(C[C@H]1C/C=C\CC[C@H](Cc2ccc(F)cc2)C(=O)OC[C@H]2CCCN2C1=O)NCCO	1.0	37
COc1ccccc1C(=O)OCC(=O)NC(=O)NC1CCCCC1	4.3	68
COc1ccc(C(=O)COC(=O)CCNS(=O)(=O)c2ccccc2)c(OC)c1	2.1	71
Cc1ccc(NC(=O)COC(=O)CNC(=O)c2ccc(Cl)cc2Cl)cc1S(=O)(=O)N1CCOCC1	-0.5	80
CC(OC(=O)C1CC(=O)N(Cc2ccco2)C1)C(=O)Nc1ccccc1[N+](=O)[O-] (stereo unspecified)	1.6	51
O=C(CNS(=O)(=O)c1cccc(C(F)(F)F)c1)NC1CCCCCC1	-1.1	57
CC(=O)c1cn(C2OC(CO)C3OC(C)(C)OC32)c(=O)n(C)c1=O (stereo unspecified)	0.1	58
O=C(COc1cccc(Br)c1)Nc1ccc(N2CCOCC2)cc1N1CCOCC1	1.3	49
C=CCn1c(SCC(=O)c2ccc(O)c(O)c2)nnc1-c1cccc(C)c1	-0.8	58
Cc1ccc(S(=O)(=O)N2CCN(C(=O)COC(=O)c3c(C)cc(C)cc3C)CC2)c(C)c1	1.9	83
Cc1onc(-c2ccccc2)c1C(=O)NNC(=O)c1ccccc1Br	-0.3	50
CCOC(=O)C1CCN(C(=O)COC(=O)c2ccccc2C(=O)c2ccc(Cl)cc2)CC1	2.0	67
CCCN(CC(=O)Nc1ccccc1OC)C(=O)c1ccc2c(c1)NC(=O)C(C)S2 (stereo unspecified)	0.5	62
CC(NC(=O)C1CCN(C(=O)Nc2ccccc2)CC1)c1ccccc1Cl (stereo unspecified)	2.8	68
Cc1ccc(S(=O)(=O)N2CCN(C(=O)COC(=O)Cc3ccc(F)cc3)CC2)c(C)c1	-0.5	52
Cc1cc(C)c(C(=O)COC(=O)CCn2c(C)csc2=O)cc1C	0.3	49
CCC/C(=N\NC(=O)C1CC1)c1ccccc1	1.4	49
c1ccc(CCCCN2CCN=C2Nc2ccccc2)cc1	-4.3	106
COc1cc(CC(=O)OCC(=O)NC(C)c2ccccc2)cc(OC)c1OC (stereo unspecified)	2.2	57
COc1ccc(S(=O)(=O)N2CCCCC2)cc1NC(=O)c1cc([N+](=O)[O-])ccc1N1CCOCC1	1.2	45
CCCn1nc(C(=O)Nc2nc(-c3ccccn3)cs2)c2ccccc2c1=O	5.7	70
CN(Cc1ccc(C(C)(C)C)cc1)C(=O)C1CSC2(C)CCC(=O)N12 (stereo unspecified)	1.9	63
O=C(NN=Cc1ccc(N2CCOCC2)cc1)c1cc2ccccc2cc1O	-1.9	32
CC(Oc1cccc(Cl)c1)C(=O)Nc1ccc(S(=O)(=O)Nc2ncccn2)cc1 (stereo unspecified)	-1.1	59
COC(=O)c1nccc2c1[nH]c1ccccc12	0.5	97
C=CCNc1nnc(SCC(=O)N2CCC(C(N)=O)CC2)s1	-0.3	60
CC(=O)NC(CC(=O)O)C(=O)O (stereo unspecified)	-2.4	64
COc1ccc(C(=O)OCC(=O)c2c[nH]c3ccccc23)cc1OC	-1.2	89
CC1(NC(=O)Cc2ccc(Cl)c(Cl)c2)CCS(=O)(=O)C1 (stereo unspecified)	-1.4	87
O=C(CN1CCN(C(=O)c2ccccc2)CC1)Nc1cc(S(=O)(=O)N2CCCC2)ccc1Cl	-0.9	61
O=C(O)c1cccc(Sc2ccc(Br)cc2C(=O)O)c1	-0.5	54
CNC(=O)[C@H]1O[C@@H](n2cnc3c(NCc4cccc(I)c4)ncnc32)[C@H](O)[C@@H]1O	0.3	65
CCC(=O)c1ccc(OCC(=O)OCC(=O)N(C)CC(=O)Nc2ccc(F)cc2)cc1	0.0	60
CN(C(=O)COC(=O)CSc1ccc([N+](=O)[O-])cc1)C1CCS(=O)(=O)C1 (stereo unspecified)	-1.2	64
O=C(CN1C(=O)NC2(CCCc3ccccc32)C1=O)c1ccc(F)cc1 (stereo unspecified)	0.7	37
CC1C(=O)N2CCCc3cc(S(=O)(=O)NCc4ccc(F)cc4)cc1c32 (stereo unspecified)	2.7	72
O=C(NCc1ccccc1C(F)(F)F)c1cccc2c1C(=O)c1ccc(N3CCCCC3)cc1S2(=O)=O	12	59
C=CCn1c(SCC(=O)c2c(N)n(C3CC3)c(=O)[nH]c2=O)nnc1-c1ccoc1C	1.9	57
CCN(CC)C(=O)[C@H]1CC(CC(=O)NCCN2CCOCC2)C(=O)N2CCc3c([nH]c4ccccc34)[C@]12C (stereo partly specified)	0.1	68
COc1ccccc1C(=O)NCCC(=O)NCC1CCCO1 (stereo unspecified)	-1.8	81
O=C(COc1ccccc1)OCC(=O)c1ccc(O)cc1O	2.2	66
O=C(OCC(=O)N1CCN(c2ccccc2)CC1)c1ccc(Cl)nc1	0.5	80
C#CCOCCOCCOCCNc1nc(N2CCN(C(=O)CCCCCCCCCCNC(=O)[C@H](CO)n3cc(CCCSC)nn3)CC2)nc(N2CCN(C(=O)CCCCCCCCCCNC(=O)[C@H](CO)n3cc(CCCSC)nn3)CC2)n1	4.3	96
C=CCNC(=O)COc1coc(CN2CCN(C(=O)c3ccco3)CC2)cc1=O	-0.8	57
O=C(COC(=O)/C=C/c1ccc(F)cc1)Nc1ccc(S(=O)(=O)N2CCOCC2)cc1	-1.1	61
CCOC(=O)C1CCCN(C(=O)C2CCN(C(=O)Nc3ccccc3)CC2)C1 (stereo unspecified)	2.2	49
Cc1cc(C(=O)NNCc2ccccc2)no1	-0.6	58
COc1cc(C#Cc2c(-c3cncn3C)n(C)c3ccc(-c4ccc5[nH]ccc5c4)cc23)cc(OC)c1	1.3	53
O=C(NCCS(=O)(=O)N1CCN(c2ccccc2F)CC1)c1ccco1	-0.4	65
NC(=O)C1CCCN(C(=O)c2cccc(NC(=O)c3cccs3)c2)C1 (stereo unspecified)	1.3	64
C#CCOCCOCCOCCNc1nc(N2CCN(C(=O)[C@H](CCC(=O)O)n3cc(CN)nn3)CC2)nc(N2CCN(C(=O)[C@H](CCC(=O)O)n3cc([C@@H](N)[C@H](C)CC)nn3)CC2)n1	3.0	67
O=C(CS(=O)(=O)c1ccc(F)cc1)Nc1nccs1	0.8	48

# Continued:
Molecule	NTR1 ag	NTR1 ag cell count 20 µM
CCOC(=O)C1=C(C)Nc2ccccc2N/C1=N\S(=O)(=O)c1cccc(Cl)c1	3.0	49
CCN(CC)c1ccc(C(=O)NNC(=O)CCNC(=O)c2ccccc2)cc1	3.8	85
CCOC(=O)C1=CC[C@H]2c3c(c4ccccc4n3C)C(=O)C1N2C(=O)OC(C)(C)C	3.4	67
COc1ccc(C2(C)ON(c3ccccc3C(F)(F)F)C2=O)cc1 (stereo unspecified)	-1.2	64
Cc1ccc(SCC(=O)OCC(=O)N(CC(C)C)c2c(N)n(Cc3ccccc3)c(=O)[nH]c2=O)c(C)c1	6.3	63
O=C(CCNC(=O)c1ccc(Br)cc1)NCc1ccncc1	-0.6	44
[O-][n+]1c2cc(C(F)(F)F)ccc2c2n1CCN=C2c1ccc(Cl)cc1	0.1	60
O=C1NC(Cc2ccc(O)cc2)c2nc3ccccc3c(=O)n2-c2cc(Cl)ccc21 (stereo unspecified)	-0.8	58
O=C(COC(=O)c1ccc([N+](=O)[O-])o1)Nc1ccc(Br)cc1F	2.5	69

# These rows are one share of the data, so the mix of outcomes need not match the whole.
